From PubChem BioAssay
TCR act: Activators of T cell receptors: qHTS campaign; primary human leukocytes, anti-CD3, IL-2 HTRF, 48 h; Potency, µM (series often up to 9.22 µM), for the others: top-dose activation of IL-2 secretion, most hits filed as activators; 330,000 tested, under 10 active; also: % of control where 0% means no effect
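Readout: HTRF IL-2, Eu-cryptate/d2 antibody pair, 320nm excitation, 665nm emission. Stimulus: a-CD3 beads, no co-stimulation. Cells: primary human leukocytes. Exposure: 48 hr with compound.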
ELG1 repair inh: qHTS screen for small molecules that inhibit ELG1-dependent DNA repair in human embryonic kidney (HEK293T) cells expressing luciferase-tagged ELG1. 330,000 tested, 2.3% active. Potency, µM (highest dose often 46.1 µM), inactives show top-dose activity change, negative = inhibition, actives largely listed as inhibitors. HEK293T ELG1-luciferase reporter, luminescence, 16 h; DNA damage induced by 5-fluorouridine; also: potency is read from the fitted curve at half-maximal effect; % is scaled to controls: 0 for no effect and ±100 for the full control effect; nearly all actives have a fitted effect of over 55% in size
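Quantitative HTS, concentration-response format. 2,000 cells/well co-treated with 5-fluorouridine and compound, 16 hr in 5% CO2 at 37 °C; ONE-Glo luminescence read after 30 min.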
PTAP TSG101 blk: qHTS Assay for Iinhibitors of HIV-1 Budding by Blocking the Interaction of PTAP/TSG101. Tumor susceptibility gene 101 protein (Homo sapiens), Q99816. Fluorescence polarization, FITC-PTAP peptide / Tsg101 binding. Potency, µM (top dose mostly 115 µM), for the others: top-dose activity change, negative = inhibition, most hits filed as inhibitors. 340,000 tested, under 10 active. AID 493005, 2010; active = well fitted inhibition curve with a large enough effect in the main read-out, with a control signal flat, not every such curve was filed as active; inconclusive = small, poorly fitted or top-dose-only effect, or effect the other way, or a change in a side signal; inactive = no such curve, though single readings can be large or run the other way; also: potency is read from the fitted curve at half-maximal effect; % of control where 0% means no effect
Target sequence (Q99816 whole entry, looked up): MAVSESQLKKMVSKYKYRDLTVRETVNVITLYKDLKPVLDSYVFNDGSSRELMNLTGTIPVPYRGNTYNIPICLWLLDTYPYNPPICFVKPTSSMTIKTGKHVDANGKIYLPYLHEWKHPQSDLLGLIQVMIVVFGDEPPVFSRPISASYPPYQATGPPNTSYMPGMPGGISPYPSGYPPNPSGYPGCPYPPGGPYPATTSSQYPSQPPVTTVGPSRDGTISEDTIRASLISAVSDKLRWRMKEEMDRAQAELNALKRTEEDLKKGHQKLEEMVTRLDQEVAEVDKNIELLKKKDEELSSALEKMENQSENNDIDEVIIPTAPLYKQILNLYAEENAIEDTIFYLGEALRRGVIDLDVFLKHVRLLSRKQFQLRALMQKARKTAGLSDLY
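Fluorescence polarization binding of Tsg101 binding domain (10 uM final) to FITC-labeled PTAP peptide (50 nM final) in HEPES pH 7.5 buffer with NaCl, Tween 20, EDTA, TCEP. Compounds added before peptide; binding 20 min at RT.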
uPA surface inh: qHTS for Inhibitors of Cell Surface uPA Generation; cell surface uPA generation assay, qHTS; Potency, µM (highest dose often 38.3 µM), without a hit: at the highest dose activity change, negative = inhibition, hits mostly inhibitors; AID 540303, 2011; 330,000 tested, 0.31% active; active = well fitted inhibition curve with a large enough effect; inconclusive = small, poorly fitted or top-dose-only effect; inactive = no such curve, though single readings can be large or run the other way; tested in mouse RAW 264.7 cells; also: potency is read from the fitted curve at half-maximal effect; % is scaled to controls: 0 for no effect and ±100 for the full control effect; nearly all actives have a fitted effect of over 55% in size
Tb PFK block: qHTS Assay to Find Inhibitors of T. brucei phosphofructokinase; ATP-dependent 6-phosphofructokinase (Trypanosoma brucei brucei), O15648; T. brucei PFK, ADP-Glo luminescence; Potency, µM (titrated, usually from 57.5 µM), for the others: top-dose activity, negative = inhibition, actives largely listed as inhibitors; 330,000 tested, 0.17% active;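 also: potency is read from the fitted curve at half-maximal effect; 0% = uninhibited 1x PFK enzyme wells and -100% = no-enzyme wells; nearly all actives have a fitted effect of over 60% in size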
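Activity is normalized to no-enzyme wells (full inhibition) and 1.25 nM enzyme wells (no inhibition). Reaction: 0.5 mM F6P, 0.1 mM ATP, 45 min RT, ADP-Glo luminescence; concentration-response curves fitted and classed by quality.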
Mito fusion act: qHTS Assay for Small Molecule Inhibitors of Mitochondrial Division or Activators of Mitochondrial Fusion | 320,000 tested, 0.23% active | Potency, µM (highest dose often 46.1 µM), for the others: at the top dose growth rescue (activation), usual class: activators | S. cerevisiae fusion-defective mutant growth rescue, CellTiterGlo 48 h;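 also: potency is read from the fitted curve at half-maximal effect; % of control where 0% means no effect; nearly all actives have a fitted effect of over 45% in size; temperature-sensitive fusion mutants such as fzo1-1 at 37 °C on non-fermentable ethanol glycerol medium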
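Luminescent cell viability in 1536-well qHTS format served as the measure of rescued growth in ts fusion-mutant S. cerevisiae cultured on non-fermentable YPEG for 48 hours at 37C.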
B2AR arrestin: qHTS assay of beta-arrestin-biased ligands of beta2-adrenergic receptor | Potency, µM (highest dose often 46.1 µM), without a hit: top-dose activation, actives largely listed as activators | 330,000 tested, 0.02% active | AID 492947, 2010 | beta-arrestin recruitment to beta2AR, cell-based reporter;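 also: potency is read from the fitted curve at half-maximal effect; 0% = DMSO controls and full agonism = EC100 isoproterenol or metaproterenol; nearly all actives have a fitted effect of over 65% in size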
Target sequence (P07550 whole entry, looked up): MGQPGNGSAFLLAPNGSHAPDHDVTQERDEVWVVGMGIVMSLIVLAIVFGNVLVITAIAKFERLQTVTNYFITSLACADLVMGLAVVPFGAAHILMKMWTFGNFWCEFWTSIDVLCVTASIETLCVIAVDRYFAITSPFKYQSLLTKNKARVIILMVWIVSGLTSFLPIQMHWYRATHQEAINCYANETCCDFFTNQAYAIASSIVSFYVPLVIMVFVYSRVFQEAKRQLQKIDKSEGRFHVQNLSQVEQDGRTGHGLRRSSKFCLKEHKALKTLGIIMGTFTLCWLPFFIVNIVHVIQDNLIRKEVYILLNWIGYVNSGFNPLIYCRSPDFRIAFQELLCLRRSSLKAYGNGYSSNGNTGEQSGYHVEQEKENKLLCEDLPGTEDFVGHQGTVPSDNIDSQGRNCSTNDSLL
Eya2 inh: qHTS Assay for Inhibitors of the Phosphatase Activity of Eya2; Potency, µM (highest dose often 76.9 µM), inactives show top-dose activity, negative = inhibition, most hits filed as inhibitors; recombinant Eya2, OMFP fluorescence dephosphorylation (OMFP is methylfluorescein phosphate); AID 488837, 2010; Protein phosphatase EYA2 (Homo sapiens), O00167; 330,000 tested, 0.006% active; also: potency is read from the fitted curve at half-maximal effect; % is scaled to controls: 0 for no effect and ±100 for the full control effect
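Eya2 protein (added as 0.2 uM solution) was preincubated with compound for 10 min at ambient temperature in 50 mM HEPES pH 7.5, 50 mM NaCl, 5 uM MgCl2, 0.05% BSA, 1 mM DTT. OMFP (added at 50 uM) then reacted 10 min; fluorescence read at 485/525 nm.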
TSHR antag: Antagonists of the Thyroid Stimulating Hormone Receptor: HTS campaign. 330,000 tested, 0.2% active. activity change, negative = inhibition, % at 11.5 µM. AID 504810, 2011. TSHR-expressing cells, TSH-stimulated cAMP HTRF, 2 h; active compounds read low;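 active = activity change below a set negative limit, meaning inhibition stronger than a set level, cut at about -70% in these data; inconclusive = activity change between two set negative limits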; also: % is scaled to controls: 0 for no effect and ±100 for the full control effect
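Competitive HTRF cAMP read-out (cryptate anti-cAMP antibody, cAMP-d2; 30 min, room temperature) in freshly harvested TSHR cells. Compounds added before TSH at EC80 (4nM final), followed by 2 hours' incubation at 37 deg C.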
USP2a inh: qHTS Assay for Inhibitors of Ubiquitin-specific Protease USP2a Using CHOP2 as the Reporter; Potency, µM (top dose mostly 38.3 µM), without a hit: at the highest dose activity change, negative = inhibition, most hits filed as inhibitors; AID 463254, 2010; 330,000 tested, 0.01% active; Ubiquitin carboxyl-terminal hydrolase 2 (Homo sapiens), O75604; USP2 core, Ub-CHOP2 coupled fluorogenic reporter, 485/531;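 also: potency is read from the fitted curve at half-maximal effect; plate controls were DMSO wells for no effect and full inhibition by NEM control for full effect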
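USP2 core (10nM final) preincubated 30min RT with compound in 20mM Tris-HCl pH 8.0, 2mM CaCl2, 2mM beta-mercaptoethanol, 0.05% CHAPS; 25nM Ub-CHOP2 plus 25nM reporter substrate added, fluorescence (Ex485/Em531) read after 60min.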
Chronic BCR inh: qHTS Assay to Find Inhibitors of Chronic Active B-Cell Receptor Signaling; ABC-DLBCL IkBa-CBG/CBR reporter, luminescence ratio, 4 h; 340,000 tested, 0.05% active; Potency, µM (doses to about 46.1 µM), inactives show top-dose ratio change, negative = lower green/red ratio, actives largely listed as inhibitors; AID 493014, 2011; active = well fitted inhibition curve with a large enough effect in the signal ratio, with a control signal flat, not every such curve was filed as active; inconclusive = small, poorly fitted or top-dose-only effect, or effect the other way, or a change in a side signal; the % refers to the signal ratio;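 also: potency is read from the fitted curve at half-maximal effect; plate controls were basal doxycycline-induced cells for no effect and cells given 10 µM MG132 for full effect; MG132 reads +100%, hits lower the ratio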
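Compounds up to 46 uM were incubated four hours with TMD8 cells whose green CBG68 luciferase is fused to IkappaBalpha; red CBR luminescence normalised the signal, and concentration-effect curves were fitted to fusion, red and ratio data.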
An asterisk follows results filed as active; ? = inconclusive; . = no result given; [ ] = remark or other dose. Unless noted, calls follow the shape of the dose curve; as a rule, active = well fitted curve in the direction sought with a large enough effect; inconclusive = small, poorly fitted or top-dose-only effect, or another doubt; inactive = no such curve, though single readings can be large; an effect the other way counts as inactive or inconclusive.

SMILES,ELG1 repair inh,uPA surface inh,TSHR antag,Eya2 inh,Mito fusion act,B2AR arrestin,USP2a inh,Chronic BCR inh,PTAP TSG101 blk,Tb PFK block,TCR act
O=C(NCC(c1ccco1)N1CCc2ccccc2C1)c1cccc(Br)c1 (configuration not stated),-5%,5%,-1,-29%,?,0.1%,2%,11%,-5%,8%,-9%
Cc1ccccc1OCC(=O)Nc1sc2c(c1C#N)CCC2,?,9%,-3,-12%,-13%,-0.4%,-2%,?,-2%,1%,0%
CCOc1ccc(N2CC(C(=O)NCCC3=CCCCC3)CC2=O)cc1 (configuration not stated),-4%,2%,1,-11%,-1%,0.0%,-4%,-5%,-7%,-1%,.
CCOc1ncccc1C(=O)OCC(=O)Nc1ccc(Cl)cn1,1%,2%,-11,4%,.,-1.0%,4%,?,-2%,-3%,-2%[46.1 µM]
Cc1ccc(-c2nc3ccccc3o2)cc1NC(=S)NC(=O)c1cccs1,?,10%,-3,-9%,-4%,0.0%,-1%,?,1%,0%,1%
Fc1ccc(-n2c(-c3cc(C4CC4)[nH]n3)n[nH]c2=S)cc1Cl,13%,-2%,-8,10%,0%,0.3%,1%,12%,-4%,-3%,3%
COc1ccc(Br)cc1CNC(=O)c1ccc2c(c1)N(C)CCS2,?,2%,-4,-5%,-3%,0.2%,-1%,0%,3%,1%,-2%
CCc1nc(SCc2cc(Cl)ccc2OC)n[nH]1,3%,.,-10,-3%,17%,-0.7%,-1%,4%,-3%,0%,-5%
O=C1Nc2ccc([N+](=O)[O-])cc2C1(O)N1CCCCC1 (configuration not stated),-5%,13%,-6,6%,0%,2.8%,-1%,5%,0%,2%,2%
C/C(=C\c1ccccc1)C(=O)NC1CCSC1=O (configuration not stated),?,.,30,5%,-2%,0.2%,0%,-6%,-3%,-2%,-5%
CN(C)c1ccc(C(C(=O)NC2CCCC2)N(C(=O)c2ccco2)C2CC2)cc1 (configuration not stated),0%,-8%,-12,-13%,27%,-0.4%,1%,3%,-2%,-5%,1%
COc1cccc(CNC(=O)C2CCC(CNc3c(N4CCC(C)CC4)c(=O)c3=O)CC2)c1 (configuration not stated),28%,4%,-14,16%,-1%,0.0%,-1%,-7%,-2%,1%,0%
c1ccc(OCCSc2nnc3sc4ccccc4n23)cc1,?,-29%,-3,-12%,0%,-0.2%,3%,?,-8%,4%,-24%
Cc1cc([N+](=O)[O-])nn1CC(=O)NC(C)c1ccccc1 (configuration not stated),29%,-2%,-4,0%,0%,-0.2%,0%,1%,-2%,-1%,-5%
COc1cc(OC)c(C(=O)Nc2cccc(C(C)=O)c2)cc1OC,11%,-5%,-8,-4%,6%,-0.1%,3%,?,-6%,0%,-8%
CC(NC(=O)C1c2ccccc2Oc2ccccc21)C1CCCO1 (configuration not stated),6%,1%,2,-2%,3%,-0.1%,2%,6%,-8%,0%,0%
COc1ccc(OCC(=O)Nc2c3c(nn2C(C)(C)C)CS(=O)(=O)C3)cc1,18%,-3%,0,5%,0%,-0.1%,-2%,-11%,-2%,0%,6%
O=C1C=C(NCC2CCCO2)C2(CCCCC2)O1 (configuration not stated),3%,6%,6,?,-1%,-0.7%,-2%,?,-7%,1%,.
CCCCN(C(=O)C1CC(=O)N(c2ccc(CC)cc2)C1)c1c(N)n(CCC)c(=O)[nH]c1=O (configuration not stated),3%,-10%,11,-18%,-2%,0.5%,0%,-3%,0%,2%,-1%
C=CCN1C(=O)c2ccc(C(=O)N(CC)CC(=O)Nc3ccc(OC)cc3)cc2C1=O,9%,-1%,-2,13%,3%,0.9%,-1%,5%,-6%,0%,1%
CCC(CC)c1nc2ccccc2c(=O)[nH]1,0%,9%,7,15%,-9%,-1.2%,2%,?,-3%,-2%,-3%
COc1ccc(C2C(C(=O)Nc3cc(OC)c(OC)c(OC)c3)c3ccccc3C(=O)N2C)cc1 (configuration not stated),-24%,-14%,14,11%,-17%,-0.6%,-1%,?,-2%,0%,2%
COc1c(Br)cc(Br)cc1/C=N/NC(=O)c1ccncc1,-8%,4%,-11,1%,3%,-0.4%,1%,-25%,1%,-4%,3%
C=CCN=C1S/C(=C\c2ccc(N(C)C)cc2)C(=O)N1CC=C,4%,-7%,-3,-2%,-1%,3.4%,1%,?,20%,-15%,-4%
O=[N+]([O-])c1ccc(N2CCOCC2)cc1SCc1ccco1,?,-4%,3,-6%,14%,-0.3%,-4%,-15%,-5%,-2%,3%[46.1 µM]
Cc1ccc(Oc2nc(-c3ccccc3)ncc2S(C)(=O)=O)cc1,0%,-1%,1,-21%,5%,0.0%,-1%,8%,-3%,5%,0%
N#Cc1ccccc1NS(=O)(=O)c1cc2c3c(c1)CCC(=O)N3CCC2,6%,0%,2,-5%,0%,0.2%,3%,-1%,-4%,2%,-8%
Cc1c(C(=O)N2CCC(n3nccc3NC(=O)C3CC3)CC2)[nH]c2ccc(Cl)cc12,-4%,0%,-4,-1%,-2%,7.2%,2%,2%,-3%,3%,0%
CNc1nc2c(C)cccn2c(=O)c1C=NCc1ccccc1,8%,0%,5,13%,0%,0.3%,3%,-7%,-3%,0%,2%
Cc1ccc(NC(=O)CN(C)C(=O)c2nn(C)c(=O)c3ccccc23)cc1,-23%,-8%,-3,-2%,-3%,4.1%,2%,?,0%,2%,5%
O=C(NN1C(=O)c2ccccc2NC1c1ccco1)c1ccccc1 (configuration not stated),?,5%,2,-2%,-6%,-0.1%,-1%,-12%,0%,-12%,3%
COc1cccc(OC)c1C(=O)Nc1cccc(C(=O)Nc2cccc(C(=O)O)c2)c1,-22%,2%,0,-6%,-3%,-0.3%,3%,?,-3%,1%,-49%
O=C(Nc1ccc(S(=O)(=O)N2CCOCC2)cc1)c1ccc2c(c1)OCO2,2%,-1%,6,-30%,0%,-0.9%,1%,0%,-2%,0%,6%
CC1CC(C)CN(S(=O)(=O)c2ccc3c(c2)oc(=O)n3CC(=O)N2CCOCC2)C1 (configuration not stated),3%,-5%,20,2%,4%,0.3%,1%,-3%,0%,2%,0%
O=C(Nc1ccccc1)C1C(c2ccccc2)C1(Cl)Cl (configuration not stated),10%,4%,-45,-4%,9%,-0.2%,0%,1%,-1%,1%,.
CCOC(=O)c1sc(NC(=O)CCN2CCOCC2)c(C(=O)OCC)c1C,-7%,-5%,-3,4%,-2%,0.6%,-6%,0%,-2%,-7%,5%
Cc1nn(C)cc1CNC(=O)c1cc2n(n1)C(C(F)(F)F)CC(c1cccs1)N2 (configuration not stated),23µM*,-4%,6,-3%,0%,0.1%,-1%,-12%,-10%,8%,.
COC(=O)Nc1ccc(S(=O)(=O)NNC(=O)c2c(O)c3ccccc3n(C)c2=O)cc1,10%,3%,-4,-7%,1%,-0.2%,2%,-1%,-3%,1%,-6%
Cc1ccccc1Cn1ccc(NC(=O)CCSc2nc(-c3ccco3)cc(C(F)(F)F)n2)n1,?,11%,-11,-15%,-13%,-0.2%,0%,0%,-3%,-5%,-2%
O=C(Nc1nc(-c2ccc(Cl)s2)cs1)c1ccccc1,-4%,5%,-39,-6%,11%,-0.2%,-4%,?,-6%,0%,4%
Cc1ccc(S(=O)(=O)NCc2ccc(N3CCN(C(=O)OC(C)(C)C)CC3)cc2)cc1,-12%,2%,-2,7%,0%,-0.1%,0%,7%,5%,1%,1%
